CIT2-GFP yeast – yeast TOR pathway CIT2-GFP modulation | S. cerevisiae CIT2-GFP strain, flow cytometry, 3 h; 100 means same as DMSO wells | GFP response vs DMSO, % at 10 µM | hit rate 0.065% among 320,000 | AID 2029;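 active = GFP response relative to DMSO above a set limit, near the screen mean plus 3 SD, cut at about 150% in these data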;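 note: ratio of well median GFP fluorescence to mean of DMSO wells on the plate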
Bcl-xL primary – inhibitors of human Bcl-xL; inhibition, % at 10.9 µM; GST-Bcl-xL / FITC-Bim BH3 peptide fluorescence polarization; hit rate 0.7% among 320,000;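 active = inhibition above the mean of all tested compounds plus 3 SD, cutoff set per campaign, cut at about 30% in these data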;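 note: 0% = DMSO wells and 100% = unlabeled Bim-BH3 peptide competitor; inhibitors lower millipolarization by displacing the labeled peptide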
Target sequence (Q07817 whole entry, looked up): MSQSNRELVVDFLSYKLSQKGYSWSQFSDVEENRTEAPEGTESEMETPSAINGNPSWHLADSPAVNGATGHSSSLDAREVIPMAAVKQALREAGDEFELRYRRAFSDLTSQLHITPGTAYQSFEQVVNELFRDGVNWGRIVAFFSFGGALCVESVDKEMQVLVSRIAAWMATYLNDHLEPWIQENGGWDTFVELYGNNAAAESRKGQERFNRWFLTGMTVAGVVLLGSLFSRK
Fam108B counter – Fam108B inhibition, counter-screen for RBBP9 inhibitors | recombinant Fam108B, FP-Rh probe fluorescence polarization | inhibition, % at 9.51 µM | hit rate 0.33% among 300,000 | AID 1947;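 active = inhibition above the screen mean inhibition plus 3 SD, computed separately per campaign, cut at about 18% in these data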;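 note: inhibitors lower polarization as less probe binds the enzyme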
AGP1 TOR yeast – modulators of TOR pathway AGP1-GFP in S. cerevisiae; S. cerevisiae AGP1-GFP multiplex flow cytometry, 3 h; GFP as percent of DMSO wells; GFP response vs DMSO, % at 10 µM; hit rate 0.02% among 320,000; AID 2066;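 active = GFP response relative to DMSO above a set limit, near screen average plus 3 SD, cut at about 150% in these data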;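 note: median GFP channel fluorescence of the gated AGP1 strain per well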
GLD-1 TGE inh – GLD-1-TGE RNA interaction inhibition (C. elegans). inhibition, % at 5.96 µM. purified GLD-1 + fluorescein TGE RNA, fluorescence polarization. hit rate 0.44% among 320,000. Q17339;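 active = percent inhibition above a per-plate cutoff, the plate mean of test compounds plus 3 SD, cut at about 30% in these data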;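 note: 0% = DMSO wells with GLD-1 and probe and 100% = wells lacking GLD-1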
Target sequence (Q17339 whole entry, looked up): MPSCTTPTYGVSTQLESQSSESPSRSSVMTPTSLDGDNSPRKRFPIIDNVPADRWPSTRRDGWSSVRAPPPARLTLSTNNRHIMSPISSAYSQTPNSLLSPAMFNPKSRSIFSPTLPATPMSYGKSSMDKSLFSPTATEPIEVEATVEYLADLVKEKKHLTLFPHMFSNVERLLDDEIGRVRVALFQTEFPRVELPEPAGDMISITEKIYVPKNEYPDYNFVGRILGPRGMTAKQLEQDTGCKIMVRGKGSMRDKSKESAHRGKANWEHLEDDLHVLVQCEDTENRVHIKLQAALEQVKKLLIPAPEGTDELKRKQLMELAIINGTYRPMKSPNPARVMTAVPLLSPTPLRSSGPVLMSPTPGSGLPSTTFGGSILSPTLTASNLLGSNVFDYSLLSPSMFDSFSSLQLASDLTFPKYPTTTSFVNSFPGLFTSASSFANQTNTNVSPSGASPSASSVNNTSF
MCL1-BIM inh – MCL1-BIM-BH3 interaction inhibition (human); GST-MCL1 / FITC-Bim-BH3 fluorescence polarization; inhibition, % at 10.9 µM; hit rate 0.68% among 320,000;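 active = inhibition above the mean inhibition of all tested compounds plus 3 SD, set per campaign, cut at about 40% in these data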;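 note: 0% = DMSO wells and 100% = unlabeled Bim-BH3 peptide control; higher means more loss of mP so more displacement of Bim peptide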
Target sequence (Q07820 whole entry, looked up): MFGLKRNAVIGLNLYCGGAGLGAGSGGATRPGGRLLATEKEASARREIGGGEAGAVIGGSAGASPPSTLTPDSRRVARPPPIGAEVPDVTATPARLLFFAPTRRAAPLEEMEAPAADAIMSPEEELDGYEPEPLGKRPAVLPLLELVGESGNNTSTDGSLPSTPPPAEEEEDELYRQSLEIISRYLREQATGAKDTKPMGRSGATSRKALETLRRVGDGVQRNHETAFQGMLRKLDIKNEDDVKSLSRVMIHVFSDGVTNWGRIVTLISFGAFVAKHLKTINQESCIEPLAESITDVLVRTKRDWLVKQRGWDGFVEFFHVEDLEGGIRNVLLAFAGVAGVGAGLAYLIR
VLA-4 inh – inhibition in a human VLA-4 binding assay; inhibition, % (about 7 µM as worked out from the volumes in the protocol); VLA-4 expressing cells, ligand binding flow cytometry; AID 2557; hit rate 0.2% among 330,000; in the data active = inhibition above about 50%
MEX-5 binding – C. elegans MEX-5 TCR-2 RNA binding activity; Q9XUB2; MEX-5/FITC-TCR2 RNA binding, fluorescence polarization; hits give low values; activity score (negative = inhibition of binding), % at 10 µM; hit rate 0.38% among 300,000; AID 1832;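 active = inhibition past about -25% in most replicates, and total fluorescence under double the plate's negative control median, limit read from the data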;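 note: 0% = DMSO and -100% = 5 µM competing unlabeled TCR2 RNA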
GRK2 inh – human GRK2 inhibition via aptamer displacement; bead flow cytometry, FAM-aptamer displacement from GRK2; P25098; hit rate 0.59% among 330,000; inhibition of aptamer binding, % at 10 µM;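 active = inhibition of aptamer binding above 40%, roughly 3 SD of noise, on plates passing a quality check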;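 note: median bead fluorescence of bound FAM aptamer so fluorescent compounds give negative values; no value below 0 was filed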
Starred values were filed as active, the others as inactive; · = not tested or not shown; & = joins results of further samples. This is a random part of the collection; any-hit rate near 2.2%.

SMILES	CIT2-GFP yeast	Bcl-xL primary	Fam108B counter	AGP1 TOR yeast	GLD-1 TGE inh	MCL1-BIM inh	VLA-4 inh	MEX-5 binding	GRK2 inh
CCC(CC)C(=O)Nc1nnc(SCC(=O)N2CCN(c3ccccc3OC)CC2)s1	·	2.5	5.3	109.2	-0.4	-1.1	0.8	-2.8	5.0
Cn1nc(C(F)(F)F)c(C(=O)Nc2ccc(C(F)(F)F)cc2)c1Cl	114.3	1.8	-0.1	98.7	2.4	4.2	6.8	-0.8	11.0
O=C(CNC(=O)c1ccco1)Nc1ccc(F)c(Cl)c1	102.2	·	·	107.3	·	·	-12.0	-2.5	1.0
O=C(CCCSc1nc(-c2ccco2)cc(C(F)(F)F)n1)NCc1cccs1	96.6	0.8	6.0	108.6	0.8	0.1	0.3	2.7	1.0
O=C(NCCCCNC(=O)c1ccccc1Br)c1ccccc1Br	100.3	-0.2	-3.7	107.6	0.8	0.7	-1.6	-1.2	1.0
CCC(=O)Nc1ccc(-c2nc(-c3ccccc3)n(CC(=O)N3CCCCC3)n2)cc1	109.6	-14.7	4.2	101.3	2.3	-3.0	-10.8	1.0	3.0
COc1cc(C(=O)Nc2cccc(-n3cnnn3)c2)cc(OC)c1OC	109.5	1.8	0.9	97.2	1.6	1.1	14.4	-0.6	2.0
Cc1cc(=O)[nH]c(-c2ccccc2OC(F)(F)F)n1	97.8	4.7	1.0	97.5	3.9	2.6	4.1	1.0	0.0
O=C(NCc1ccncc1)C(=O)N/N=C/c1cccnc1	113.8	0.6	0.0	102.9	1.5	10.8	17.5	0.0	1.0
Cc1nn(Cc2ccccc2)c(C)c1C(=O)NCC(c1cccs1)N1CCOCC1 (centres undefined)	95.4	5.4	-2.3	94.1	8.0	0.9	4.6	0.3	0.0
Cc1cc(-c2nnco2)c(C)n1-c1ccccc1	99.0	9.2	-1.3	100.1	-3.2	1.5	10.1	0.1	0.0
O=C(CN(C(=O)CCC(=O)Nc1nccs1)c1ccc(F)cc1)NCCc1ccccc1	109.7	3.5	0.6	109.0	-2.1	3.3	4.6	-0.6	9.0
CCCCn1c(SCC(=O)Nc2cccc(OC)c2)nc2ccc(N3CCOCC3)cc2c1=O	99.0	10.0	6.8	103.0	-1.8	8.7	-12.5	0.2	2.0
CCOCCCNC(=O)C(NC(=O)CNC(=O)c1ccccc1)c1ccc(OC)cc1 (centres undefined)	95.3	3.0	-5.5	100.6	3.3	4.8	7.1	-1.4	27.0
COc1ccc(/C(C)=N/NC(=O)c2ccncc2)cc1[N+](=O)[O-]	105.4	1.6	1.9	99.4	-6.8	11.7	9.7	1.9	3.0
O=C(CN(CC1CCCO1)S(=O)(=O)c1ccc(S(=O)(=O)NCC2CCCO2)cc1)Nc1ccccc1 (centres undefined)	104.8	-2.3	-0.5	98.2	0.2	-3.3	-2.4	0.5	0.0
O=C(CSc1nnc(CCCO)n1-c1ccccc1)Nc1nccs1	99.9	6.8	2.1	96.3	-0.9	2.0	1.4	-2.9	1.0
O=C1c2ccccc2NC(c2ccccn2)N1c1ccccc1F (centres undefined)	98.7	6.6	-0.5	104.3	3.6	2.6	22.5	-2.3	2.0
Nc1cc(S(=O)(=O)Nc2ccccc2Cl)ccc1N1CCCC1	92.2	0.7	-0.9	105.3	-4.2	7.9	-3.0	1.3	0.0
CCCCn1c(N)c(N(CCOC)C(=O)CSCc2ccc(Cl)c(Cl)c2)c(=O)[nH]c1=O	91.0	1.6	1.8	101.4	3.8	-0.3	-0.9	1.2	0.0
CSc1ccc(C#N)cc1NC(=O)c1cccc(Cl)c1	90.3	1.9	8.8	89.3	0.6	-2.7	-4.2	1.3	0.0
Cc1cccc(OCC(=O)Nc2ccc(N3CCN(S(C)(=O)=O)CC3)cc2)c1C	102.2	6.7	-2.0	·	3.7	0.3	0.8	-2.6	0.0
Cc1ncsc1CCOC(=O)c1cccc([N+](=O)[O-])c1	89.1&92.6	2.2&3.5	1.9&7.4	90.1&96.9	-0.1&3.9	6.7&-2.7	22.4&4.8	-2.2&0.4	0.0&3.0
COc1ccccc1N1CC(C(=O)Nc2nnc(SCC(=O)N3CCOCC3)s2)CC1=O (centres undefined)	114.2	5.2	1.3	104.9	1.3	11.0	1.4	0.8	3.0
Cc1cc(C(=O)N/N=C/c2ccc3c(c2)OCO3)c2ccccc2n1	98.1	0.5	-3.4	105.9	-2.9	4.3	-2.0	2.7	1.0
The list goes on.
SMILES	CIT2-GFP yeast	Bcl-xL primary	Fam108B counter	AGP1 TOR yeast	GLD-1 TGE inh	MCL1-BIM inh	VLA-4 inh	MEX-5 binding	GRK2 inh
Cc1cc(CNC(=O)COc2ccc(C)c(C)c2)c2ccccc2n1	102.0	-0.1	7.7	95.5	-2.9	-5.3	13.4	-1.3	1.0
COc1cc2c(cc1OC)C(CCc1ccccc1)=NCC2	106.1	20.4	1.4	116.7	13.4	26.7	-2.0	-13.8	0.0
Cc1ccc(CSCCNC(=O)CN2C(=O)c3ccccc3S2(=O)=O)cc1	98.1	1.9	-1.7	104.9	7.5	6.5	13.8	-1.9	0.0
COc1ccccc1Cn1c(=O)c2ccccc2n2c(SCc3csc(C)n3)nnc12	96.1	-2.3	-1.3	102.8	2.4	-4.0	1.3	0.9	0.0
O=C(CNC(=O)C1CCCCC1)NC1=NCCS1	105.3	7.9	0.6	112.5	0.3	0.6	5.1	2.0	1.0
N#Cc1cccnc1N1CCN(C(=O)c2cccs2)CC1	90.2	·	·	88.9	·	·	-22.2	-1.9	2.0
O=C(NNS(=O)(=O)c1ccccc1F)c1cc(-c2ccccc2)n[nH]1	88.5	1.8	-0.6	95.4	0.9	3.0	14.4	-12.9	0.0
CC(C)CN(CC(C)C)C1=N/C(=C\c2ccco2)C(=O)N1c1ccccc1	93.0	4.4	0.9	93.7	-1.4	4.0	-5.6	-0.8	0.0
O=c1cc(-c2ccccc2)nc2nc(-c3ccccc3)[nH]n12	98.8	1.9	2.6	95.1	-9.0	-0.7	-2.0	-3.9	0.0
O=C(Nc1ccc(Cl)cc1C(F)(F)F)c1ccccc1Cl	98.3	3.1	-0.7	105.2	-6.1	1.4	0.0	0.9	1.0
O=C(NCCS(=O)(=O)NCCc1ccccc1)c1ccc2c(c1)OCO2	96.6	-2.1	-0.4	96.7	1.0	-7.9	-7.3	0.1	0.0
COc1ccccc1Oc1ccc2c(c1)C(=O)N(CC1CCCO1)C2=O (centres undefined)	97.5	4.8	-0.4	109.6	1.7	-4.1	4.0	-2.0	2.0
COCCOc1ccc(C(F)(F)F)cc1NC(=O)CN1C(=O)NC2(CCc3ccccc32)C1=O (centres undefined)	93.6	4.5	2.4	105.5	0.3	0.5	19.6	0.4	2.0
CSc1nc(N(C)NC(=O)c2ccc(F)cc2)c2ccccc2n1	118.3	9.5	0.9	·	7.0	5.0	4.6	0.4	3.0
CC(C)Cc1n[nH]c(=O)[nH]1	113.6	2.4	-1.1	105.5	9.7	4.3	4.3	0.0	0.0
Cc1ccc(C)c(OCCC(=O)Nc2ccc(S(=O)(=O)N3CCCC3)cc2)c1	103.8	1.6	·	112.5	-5.3	3.3	27.6	·	0.0
COc1ccc(CCNC(=O)CN(c2ccc(OC)c(OC)c2)S(=O)(=O)c2ccc(C)cc2)cc1	106.6	-2.9	2.2	110.5	1.6	-2.0	8.7	0.6	0.0
Cn1nc(C(F)(F)F)c(C(=O)Nc2ccc(F)cc2F)c1Oc1cccc(Cl)c1	108.1	4.8	7.3	101.8	2.9	4.6	0.6	0.0	0.0
Cc1csc(NC(=O)CSc2ccc(-c3ccc(F)cc3)nn2)n1	96.5	5.5	-0.7	98.7	0.9	10.7	7.2	2.0	0.0
CCn1c(CNc2ccc(F)cc2)nnc1SCC(=O)Nc1ccc(OC)cc1OC	95.6	5.1	2.6	102.6	1.1	4.0	-5.2	-1.2	3.0
COC(=O)c1c(NC(=O)Cc2ccccc2)sc2c1CCN(C(C)C)C2	93.5	0.1	-1.1	91.5	-4.0	8.4	-9.9	-0.4	4.0
CN(C)c1nc2c(c(=O)[nH]c(=O)n2C)n1Cc1ccc(F)cc1	99.1	8.3	1.3	95.8	0.7	9.3	-3.1	-0.1	1.0
Cc1ccc2cc(C(c3nnnn3CC3CCCO3)N3CCc4ccccc4C3)c(=O)[nH]c2c1 (centres undefined)	88.7	25.4	11.3	85.9	12.4	24.1	-9.5	-5.6	0.0
CC(=O)OC(COC1C[C@@H]2CC[C@@]1(C)C2(C)C)C[N+]1(C)CCCCC1 (some centres undefined)	106.1	-10.4	4.6	103.5	-5.3	-7.8	0.0	-5.1	0.0
CNC[C@H](CC1CCCCC1)NC[C@H](CO)NCCc1cccc(C(F)(F)F)c1	86.6	3.5	-0.7	86.4	2.1	4.1	24.6	4.5	0.0
New compounds follow:
SMILES	CIT2-GFP yeast	Bcl-xL primary	Fam108B counter	AGP1 TOR yeast	GLD-1 TGE inh	MCL1-BIM inh	VLA-4 inh	MEX-5 binding	GRK2 inh
Cn1ccc(O)c(C#N)c1=O	100.8	-0.7	1.0	106.3	3.8	-3.3	27.6	2.0	0.0
CCOC(=O)C1(CCOc2ccccc2)CCN(CC(O)CO)CC1 (centres undefined)	113.1	-0.1	-3.1	103.4	5.8	8.1	-5.7	-1.3	1.0
COC(=O)c1cc(NC(=O)Cn2nc(C)n3cccc3c2=O)cc(C(=O)OC)c1	105.5	-0.3	-1.6	100.0	2.3	-3.8	20.5	-0.5	0.0
Cc1ccccc1OCC(=O)Nc1ccccc1N1CCOCC1	101.5	6.2	-1.4	96.5	-0.9	4.3	-238.8	-1.9	3.0
COc1cc(OC)cc(C(=O)N[C@H](C(=O)NCCc2c[nH]c3ccccc23)C(C)C)c1	89.9	-10.4	0.6	102.5	-6.8	-10.0	13.9	0.0	1.0
CC(=O)c1cc(F)ccc1OCC(=O)Nc1ccc2c(c1)OCO2	85.8	·	·	92.9	-3.7	·	17.2	·	3.0
CC(C)(C)n1nnnc1C(c1ccncc1)N1CCN(c2ccc(O)cc2)CC1 (centres undefined)	107.0	6.8	-1.4	98.2	2.7	9.0	11.4	-2.0	3.0
Cc1ccc(S(=O)(=O)Nc2ccc(O)c3ccccc23)c(C)c1	96.2	·	·	92.4	·	·	10.2	1.2	1.0
CC(=O)NCCC(=O)Nc1cc(S(=O)(=O)N2CCOCC2)ccc1Oc1ccccc1	·	1.5	2.8	98.3	2.6	-4.2	-0.5	0.9	2.0
CN(CCC1CCOCC1)Cc1nc(Cc2ccccc2F)no1	100.3	0.2	6.2	105.8	2.4	-4.1	10.4	-1.2	2.0
C/C(CC(=O)Nc1ccc(Cl)c(C(F)(F)F)c1)=N\NC(=O)c1cnccn1	88.8	0.3	-2.3	92.6	1.5	-0.6	16.0	-2.1	4.0
COc1ccc(OC)c(NC(=O)CSc2nnnn2-c2ccc3c(c2)OCO3)c1	90.2	15.9	-2.2	94.4	11.2	18.8	5.5	-2.3	1.0
NC(=O)C1CC(=O)N(c2ccc(OCc3c(F)cccc3Cl)cc2)C1 (centres undefined)	113.6	3.6	4.4	108.0	-0.4	0.7	1.7	-0.8	1.0
CC(C)C(C(=O)Nc1ccc(N2CCOCC2)cc1)N1C(=O)c2ccccc2C1=O (centres undefined)	103.3	3.2	-1.8	107.2	3.6	4.0	-6.2	-1.0	1.0
